High-throughput results as filed in PubChem.
ERa SRC1 pot: enhances coactivator binding to human estrogen receptor alpha | P03372 | TR-FRET ERalpha-LBD/SRC-Cy5 coactivator binding, 2 h; 100 = basal binding, no effect | coactivator binding (% of control), % at 25.6 µM | 86,000 compounds, 1.3% hits; in the data active = activity above about 200%;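 also: binding measured in presence of low estradiol as agonist stimulus; 0% = peptide alone without receptor and 100% = receptor with peptide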
Smad3 inh: inhibitors of human Smad3 transcription factor binding; TR-FRET Smad3/Dy647-FoxH1 peptide binding, europium anti-His; inhibition, % at 25 µM; 88,000 compounds, 0.29% hits; AID 630;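 active = compounds that reduce the energy-transfer binding signal between the protein and its labelled peptide by more than half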;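 also: 0% = Smad3 plus labelled peptide maximal FRET and 100% = peptide-only background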
Target sequence (P84022 whole entry, looked up): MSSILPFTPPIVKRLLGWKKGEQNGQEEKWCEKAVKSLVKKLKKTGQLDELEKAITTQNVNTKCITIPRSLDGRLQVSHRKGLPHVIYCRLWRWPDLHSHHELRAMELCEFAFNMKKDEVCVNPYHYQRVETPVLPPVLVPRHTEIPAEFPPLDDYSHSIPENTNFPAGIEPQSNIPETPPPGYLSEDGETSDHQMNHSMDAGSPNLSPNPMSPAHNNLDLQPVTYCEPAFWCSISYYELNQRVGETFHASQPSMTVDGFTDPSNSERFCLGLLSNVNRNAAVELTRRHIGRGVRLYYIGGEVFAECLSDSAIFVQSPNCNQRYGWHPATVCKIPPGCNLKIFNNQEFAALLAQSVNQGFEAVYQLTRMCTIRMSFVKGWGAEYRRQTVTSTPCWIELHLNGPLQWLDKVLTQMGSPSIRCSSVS
ERb coact inh: ER-beta (human) coactivator binding inhibition. 86,000 compounds, 1.3% hits. Q92731. inhibition, % at 25.6 µM. TR-FRET ER-beta LBD / SRC1-Cy5 peptide binding; receptor agonist-loaded with 1 µM estradiol;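 active = compounds whose percent inhibition of the receptor-coactivator binding signal exceeds about 50% in the single-dose screen, limit read from the data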;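 also: 0% = receptor plus peptide wells without compound and 100% = peptide-only wells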
Target sequence (Q92731 whole entry, looked up, the tested form may be a part): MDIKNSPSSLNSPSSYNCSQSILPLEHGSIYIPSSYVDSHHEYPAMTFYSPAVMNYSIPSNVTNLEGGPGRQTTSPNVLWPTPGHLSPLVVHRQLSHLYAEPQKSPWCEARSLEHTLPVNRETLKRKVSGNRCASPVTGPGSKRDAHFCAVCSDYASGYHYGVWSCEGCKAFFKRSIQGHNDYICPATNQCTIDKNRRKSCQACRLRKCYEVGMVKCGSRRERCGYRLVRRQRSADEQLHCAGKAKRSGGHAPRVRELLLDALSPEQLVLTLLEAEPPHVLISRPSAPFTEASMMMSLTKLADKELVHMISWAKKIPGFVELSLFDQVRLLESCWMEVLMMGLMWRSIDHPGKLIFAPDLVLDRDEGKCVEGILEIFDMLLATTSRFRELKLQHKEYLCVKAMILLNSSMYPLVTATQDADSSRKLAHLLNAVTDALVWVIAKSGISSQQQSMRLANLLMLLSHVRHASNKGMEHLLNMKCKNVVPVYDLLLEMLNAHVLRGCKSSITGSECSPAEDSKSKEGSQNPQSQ
HUVEC prolif 384: inhibitors of human endothelial cell proliferation. 86,000 compounds, 1.1% hits. viability, % at 10 µM (by protocol). HUVEC proliferation, CellTiter-Glo luminescence, 72 h; stronger effect = lower value. AID 648;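 active = viability at or below 30%; inactive = viability above 30%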;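 also: 100% = median luminescence of DMSO-only cell control wells on each plate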
Fibroblast inh: blocks proliferation of human lung fibroblasts; LL 47 human lung fibroblast viability, ATP luminescence; stronger effect = lower value; viability, % at 10 µM; 85,000 compounds, 1.1% hits; AID 719;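 active = viability at or below 50% in the single dose screen; inactive = viability above 50%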;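 also: compound exposure lasted 72 h before the ATP readout; 100% = median luminescence of untreated cell-only wells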
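Test system: LL 47 human lung fibroblasts / Quantity: 1,150 cells in each well / Medium: IMEM growth medium with 15% fetal bovine serum / Incubation: 72 h compound exposure at 37 °C after overnight plating / Detection: CellTiter-Glo luminescence measuring cellular ATP / Read-out: % viability versus median cells-only luminescence / Benchmarks: cell-only wells, no compound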
H69AR growth 86K: blocks growth of human H69AR lung tumor cells | H69AR lung tumor viability, ATP luminescence, 72 h; stronger effect = lower value | viability, % at 10 µM | 85,000 compounds, 6% hits;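 active = viability at or below 40%; inactive = viability above 40%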;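 also: multidrug resistant small cell line overexpressing MRP-1 efflux transporter; 100% = mean luminescence of untreated control wells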
ERa coact inh: blocks coactivator binding to human estrogen receptor alpha | TR-FRET ER-alpha LBD / SRC-1 peptide, estradiol-bound | P03372 | AID 629 | 86,000 compounds, 1.7% hits | inhibition, % at 25.6 µM; in the data active = inhibition above about 50%;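 also: 0% = receptor plus peptide control and 100% = peptide only without receptor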
Candida biofilm: kills Candida albicans biofilms; C. albicans biofilm + clotrimazole, Alamar Blue; inhibition, % at 6 µM; 85,000 compounds, 0.14% hits;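 active = inhibition above 20%; inactive = inhibition below 20%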;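 also: preformed 24 hr biofilms exposed to compound for 48 hr; 0% = biofilm without compound and 100% = blank killed by clotrimazole plus chlorhexidine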
sEH act: increases human soluble epoxide hydrolase activity; purified human sEH enzymatic activity, activator screen; P34913; 91,000 compounds, 0.04% hits; AID 717; activation, % at 2 µM; in the data active = activation above about 37%; also: values of inactives mirror those of a sister screen read the other way
* hit, by the source's call; nt = no result given; [ ] = dose if it differs, or a comment.

#1 COc1cc(S(=O)(=O)Nc2cccnc2)ccc1F
#2 O=C(C1CCCCC1)N1CCN(c2ccccc2F)CC1
#3 CCOc1nc(N2CCCCC2)nc(-n2cc(-c3ccccc3)nn2)n1
#4 COCc1nc2ccccc2n1Cc1ccccc1Br
#5 O=C(O)CCSc1nnnn1-c1ccccc1
#6 O=C(CNC(=O)c1ccco1)NCC(=O)OCc1ccc(Cl)cc1
#7 O=C(Nc1ccc(OC(F)(F)F)cc1)c1cnc2n(c1=O)CCS2
#8 COc1cc(S(=O)(=O)Nc2ncccc2C)c(OC)cc1Cl

Screen / compound no.,1,2,3,4,5,6,7,8
ERa SRC1 pot,103[fluorescence artefact?],98,89,126,137,97,164,105
Smad3 inh,-2,1,2,12,3,3,-1,-14
ERb coact inh,-8,31[fluorescence artefact?],-13,-5[fluorescence artefact?],4[fluorescence artefact?],-3,-1,10[fluorescence artefact?]
HUVEC prolif 384,92,100,100,98,93,102,98,102
Fibroblast inh,100,100,105,85,105,105,93,95
H69AR growth 86K,89,108,87,98,99,97,102,90
ERa coact inh,-7,0,-4,6[fluorescence artefact?],5[fluorescence artefact?],0,0,12
Candida biofilm,6,7,4,5,0,3,2,-2
sEH act,5,nt,-8,nt,-9,-5,nt,10

#9 CCOC(=O)Nc1cc(C)ccc1OC
#10 COc1ccc(S(=O)(=O)N(C)CC(=O)N2CCC(C(N)=O)CC2)cc1
#11 Cn1cccc1Cc1nnc(SCC(=O)Nc2cccc(F)c2)n1CCc1ccccc1
#12 CCOC(=O)c1c(C)n(C)c2ccc(OC(=O)c3ccoc3)cc12
#13 Cn1cnnc1SCC(=O)Nc1ccc2nc(SCc3ccccc3Cl)sc2c1
#14 Cc1ccc(S(=O)(=O)NCCCNC(=O)c2ccccc2)cc1
#15 CCOC(=O)C1CSC(CC(=O)Nc2ccc(Cl)cc2)C(=O)N1 (stereo not drawn)
#16 COc1cc(C(N)=O)cc(Br)c1OC

Screen / compound no.,9,10,11,12,13,14,15,16
ERa SRC1 pot,115[fluorescence artefact?],106[fluorescence artefact?],107,99[fluorescence artefact?],71[fluorescence artefact?],93,100,102
Smad3 inh,-9,4,2,-15,-14,-7,4,-5
ERb coact inh,10[fluorescence artefact?],-9,-3,2,6[fluorescence artefact?],6,-8,-5
HUVEC prolif 384,88,94,89,95,109,97,96,83
Fibroblast inh,102,95,90,99,100,108,103,98
H69AR growth 86K,99,107,77,98,108,88,107,89
ERa coact inh,-2,-6,-15,3,8,9,-13,-18[fluorescence artefact?]
Candida biofilm,2,5,-1,nt,0,6,4,7
sEH act,9,7,nt,nt,4,-7,-31,-3

#17 COc1ccc(N2C(=O)C3CCCN3C2c2ccc(F)cc2)cc1Cl (stereo not drawn)
#18 COc1ccc(Cl)cc1C(=O)Nc1ccccc1N1CCN(C)CC1
#19 CC1(C)CC2(CC(C)(C)N1)OC(=O)N1CCc3ccccc3C12C (stereo not drawn)
#20 O=C(/C=C\Nc1ccc2c(c1)OCO2)c1ccccn1
#21 COc1ccc(CCNC(C)=O)cc1
#22 CC(C)(CC(=O)O)Cc1nc(-c2ccc(Cl)cc2)no1
#23 COC(=O)C1C(=O)NC(SC)=C(C#N)C1c1ccccc1 (stereo not drawn)
#24 O=C(CCn1cccc1)NC1CCCc2ccccc21 (stereo not drawn)

Screen / compound no.,17,18,19,20,21,22,23,24
ERa SRC1 pot,111,116,116,123,96,70[fluorescence artefact?],67[fluorescence artefact?],101
Smad3 inh,-5,2,3,1,4,-16,-4,-7
ERb coact inh,1[fluorescence artefact?],-2,-4,-4,-8,-4,-4,-33
HUVEC prolif 384,102,68,101,73,104,108,101,90
Fibroblast inh,107,88,90,102,100,107,93,105
H69AR growth 86K,96,58,90,91,97,101,102,87
ERa coact inh,34[fluorescence artefact?],-6,-7,5,-10,-7,-1,-21
Candida biofilm,-3,4,-5,0,5,10,3,-2
sEH act,-2,-8,nt,4,-8,4,3,12

#25 O=C(NCc1ccccc1Cl)C1CCN(C(=O)c2sccc2-n2cccc2)CC1
#26 N#Cc1cc(C(=O)c2cc(Br)ccc2O)cn(C2CC2)c1=O
#27 COc1ccccc1CC(=O)N1CCCc2ccccc21
#28 COc1cc(CNCC(C)C)cc(Br)c1OCC(=O)Nc1ccccc1
#29 CCOC(=O)C(C)On1c(-c2ccc(Cl)cc2)nc2ccc([N+](=O)[O-])cc21 (stereo not drawn)
#30 COc1cccc(OC)c1-c1nn2c(-c3ccccc3Cl)nnc2s1
#31 CCOC(=O)Cc1nnc(NC(=O)CC)s1
#32 O=C(c1cc2ccccc2oc1=O)N(Cc1ccco1)C1CCS(=O)(=O)C1 (stereo not drawn)

Screen / compound no.,25,26,27,28,29,30,31,32
ERa SRC1 pot,95,97,115,111,44[fluorescence artefact?],103,132,109
Smad3 inh,5,5,-9[fluorescence artefact?],3,16,6,2,2
ERb coact inh,-11[fluorescence artefact?],-6,-5,-4,23,1,9,1[fluorescence artefact?]
HUVEC prolif 384,97,95,97,64,61,78,107,91
Fibroblast inh,91,105,98,72,96,92,103,103
H69AR growth 86K,74,84,105,67,99,69,96,85
ERa coact inh,-6,-7,-1,0,10[fluorescence artefact?],15,-3,7[fluorescence artefact?]
Candida biofilm,2,3,6,6,7,7,6,6
sEH act,nt,nt,15,6,-13,-4,1,23

#33 Cc1cccc(C)c1NC(=O)C1(NC(=O)C2CCCN2C(=O)OC(C)(C)C)CCCCC1 (stereo not drawn)
#34 CCCn1cc(SCC(=O)Nc2nnc(C)s2)c2ccccc21
#35 Cc1ccc(CNC(=O)c2oc3ccc(S(=O)(=O)N4CCOCC4)cc3c2C)cc1
#36 C=CCNc1nc(-c2c(C)nc3sccn23)cs1
#37 Cc1ccc(C2C(C#N)=C(N)Oc3nc(-c4ccccc4)[nH]c32)o1 (stereo not drawn)
#38 Cc1cc(C)nc(N2CCC(C(=O)NC3CCCc4ccccc43)CC2)n1 (stereo not drawn)
#39 Cc1ccc(S(=O)(=O)c2c(C)nn(C(C)(C)C)c2OC(=O)C(C)(C)C)cc1
#40 COc1ccc(S(=O)(=O)/N=C2/NC(=O)/C(=C\c3cc(OC)c(OC)cc3[N+](=O)[O-])S2)cc1

Screen / compound no.,33,34,35,36,37,38,39,40
ERa SRC1 pot,92,82,95,104,82,118[fluorescence artefact?],103,88
Smad3 inh,-2,2,22,12,7,9,-3,0
ERb coact inh,1,-1,9,-16,-3,6,-11,10
HUVEC prolif 384,100,83,85,85,89,95,89,90
Fibroblast inh,105,90,97,96,96,109,96,103
H69AR growth 86K,103,43,31*,81,80,98,95,90
ERa coact inh,-4,8,-1,-44,-17,2,-15,3[fluorescence artefact?]
Candida biofilm,10,5,2,4,0,9,8,-3
sEH act,-12,nt,-7,2,-8,-42,6,2

#41 CCOC(=O)N1CCN(C(=O)CS(=O)(=O)c2cn(Cc3ccccc3C)c3ccccc23)CC1
#42 CCOC(=O)CC1=C(C(=O)OCC)C(c2cc(OC)c(OC)cc2OC)C(C#N)=C(N)O1 (stereo not drawn)
#43 COC(=O)CNC(=O)CNC(=O)Nc1ccccc1Cl
#44 N/C(CCCN1CCCCC1)=N/O
#45 CC(C)NC(=O)COC(=O)c1cc(=O)[nH]c2ccccc12
#46 CNS(=O)(=O)c1cccc(C(=O)OCC(=O)N2CCc3ccccc3C2)c1
#47 O=C(O)c1cc(NCc2c(F)cccc2Cl)ccc1N1CCOCC1
#48 CCC(C)N(C)Cc1cccc(C2(O)CCN(S(=O)(=O)c3ccc(F)c(C)c3)CC2)c1 (stereo not drawn)

Screen / compound no.,41,42,43,44,45,46,47,48
ERa SRC1 pot,107,98,107,99,108,112,95,nt
Smad3 inh,13,-3,7,10,9,6,-5,nt
ERb coact inh,0,-15,-7,-2[fluorescence artefact?],-1[fluorescence artefact?],-35,2,nt
HUVEC prolif 384,89,101,108,90,97,91,92,91
Fibroblast inh,95,104,113,99,109,95,94,104
H69AR growth 86K,97,81,102,104,87,97,103,77
ERa coact inh,3,-8,-3,-1[fluorescence artefact?],3,-1,-1,nt
Candida biofilm,3,1,0,1,7,4,8,0
sEH act,-3,-1,-3,0,nt,7,nt,nt

#49 Cc1cc(NC(=O)c2cnn3c(C(F)F)cc(-c4ccccc4)nc23)no1
#50 Cc1c(C(=O)O)oc2ccc(S(=O)(=O)NCc3ccccc3)cc12
#51 CCCCNC(=O)CCC(=O)Nc1ccc2nc(N3CCOCC3)cc(C)c2c1
#52 O=C(NC1CCCCC1)c1cc(-c2ccco2)on1
#53 Cc1nc2sc(C(c3ccco3)N3CCC(C)CC3)c(O)n2n1 (stereo not drawn)
#54 COc1ccc(C(=O)NCCSc2ccccn2)cc1
#55 C=CCN1CN(S(=O)(=O)c2cccs2)c2nc3ccccc3nc21
#56 CCN(CC)C(=O)CSc1nnc(-c2cnccn2)n1-c1ccc(C)cc1

Screen / compound no.,49,50,51,52,53,54,55,56
ERa SRC1 pot,97,101[fluorescence artefact?],86,107,104,96,95,112
Smad3 inh,9,0,8,9,10,0,7,-9
ERb coact inh,-3,-2,2[fluorescence artefact?],-11,10,-3,5[fluorescence artefact?],-3
HUVEC prolif 384,76,107,90,110,108,95,98,106
Fibroblast inh,90,96,107,102,107,97,105,96
H69AR growth 86K,25*,100,99,91,94,100,81,94
ERa coact inh,10,1,17[fluorescence artefact?],-3,-4[fluorescence artefact?],0,14[fluorescence artefact?],0
Candida biofilm,4,2,0,4,11,7,-1,5
sEH act,-6,14,10,nt,nt,nt,12,-6

#57 O=C(O)CCc1ccc(-c2cccs2)n1-c1ccc(C(=O)O)cc1
#58 CN(CC(=O)Nc1cccc2ccccc12)c1ccc(S(=O)(=O)N2CCOCC2)cn1
#59 CCOC(=O)CC(=O)CSc1nc(-c2cccnc2)cc(C)c1C#N
#60 COc1ccc(C2CC(c3ccccc3C)n3nc(N)nc3N2)cc1 (stereo not drawn)

Screen / compound no.,57,58,59,60
ERa SRC1 pot,81,128,101,116
Smad3 inh,16,7,-4,-2
ERb coact inh,22,1[fluorescence artefact?],-3,-6
HUVEC prolif 384,110,95,96,93
Fibroblast inh,94,98,103,102
H69AR growth 86K,101,97,89,97
ERa coact inh,8,0[fluorescence artefact?],-4,-10
Candida biofilm,5,6,7,0
sEH act,nt,6,-21,nt

This is a subset, so the mix of outcomes need not match the whole.
